Platelet DG rel: modulates dense granule release in human platelets | human platelet-rich plasma, SFLLRN dense granule ATP release, luminescence | inhibition, %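 (compounds screened at 7.5 µM in platelet-rich plasma)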 | 300,000 tested, 0.22% active | AID 1663;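 active means mean replicate score, as percent of positive control, at or above 50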
TRPC4 block: inhibitors of mouse TRPC4 channel; B-score at 10 µM; 300,000 tested, 0.39% active; HEK293 TRPC4beta/mu-opioid, DAMGO-evoked Fluo4 calcium flux; stronger effect = lower value; Q9QUQ5;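 active means B-score over 3 SD under the library average, no early fluorescence shift, positive overall ratio signal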
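test system = HEK293 cells with stable TRPC4beta plus mu-opioid receptor expression | detection = Fluo4 Ca2+ flux fluorescence | read-out = integrated fluorescence ratio relative to baseline, converted to per-well B score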
TRPC6 act: mouse TRPC6 channel activation | AID 2550 | B-score at 10 µM | 310,000 tested, 0.13% active | HEK293-TRPC6 membrane potential dye fluorescence; stronger effect = higher value | Q61143;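 active means B-score of the integrated fluorescence ratio above library mean plus 3 SD, and starting fluorescence ratio within library mean plus 5 SD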;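 further: higher score means more depolarization so channel activation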
TRPC6 inh: mouse TRPC6 channel inhibition; Q61143; HEK293-TRPC6, membrane potential dye, ACh-evoked depolarization; stronger effect = lower value; B-score at 10 µM; 310,000 tested, 1.1% active; AID 2553;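 active means B-score under library mean minus 3 SD, initial fluorescence not abnormally high, positive integrated signal ratio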;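 further: B-score derived from integrated fluorescence ratio over the kinetic read; more negative B-score means stronger inhibition of depolarization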
MrgX1 agonist: human MrgX1 receptor agonism, primary screen. AID 588627. B-score at 10 µM. 310,000 tested, 0.44% active. Q96LB2. MrgX1-HEK293 cells, Fluo-4 calcium fluorescence, agonist mode; stronger effect = higher value;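 active means calcium response B-score plate-corrected fluorescence ratio at least 3 library SD, with starting fluorescence B-score inside 5 SD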
Target sequence (Q96LB2 whole entry, looked up): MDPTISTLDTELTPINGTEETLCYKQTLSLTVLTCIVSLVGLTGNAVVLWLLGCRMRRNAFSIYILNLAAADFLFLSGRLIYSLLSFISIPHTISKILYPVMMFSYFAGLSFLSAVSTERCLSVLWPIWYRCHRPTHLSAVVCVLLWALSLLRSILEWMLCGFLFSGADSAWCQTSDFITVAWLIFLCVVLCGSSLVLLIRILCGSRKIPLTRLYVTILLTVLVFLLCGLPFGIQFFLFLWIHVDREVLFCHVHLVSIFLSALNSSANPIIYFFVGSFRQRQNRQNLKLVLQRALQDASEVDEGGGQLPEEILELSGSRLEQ
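System – MrgX1-expressing HEK293 cells · Incubation – cells plated overnight, dye loaded 0.5 h 37 °C, 0.5 h room temperature · Technique – kinetic Fluo-4 NW fluorescence of intracellular calcium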
RGS4 block: inhibitors of human RGS4; B-score at 10 µM; HEK293 M3R/RGS4 inducible, Fluo-4 calcium flux; stronger effect = higher value; triggered by carbachol at its EC20; P49798; 310,000 tested, 0.45% active;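 active means B-score, a plate-corrected calcium signal, over three deviations above library mean, with baseline fluorescence within five deviations of library mean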;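 further: RGS4 expression induced by doxycycline in cells with stable M3 receptor; B-score is computed from the integrated fluorescence ratio over baseline after carbachol; higher B-score means a larger calcium signal and so more RGS4 inhibition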
Target sequence (P49798 whole entry, looked up): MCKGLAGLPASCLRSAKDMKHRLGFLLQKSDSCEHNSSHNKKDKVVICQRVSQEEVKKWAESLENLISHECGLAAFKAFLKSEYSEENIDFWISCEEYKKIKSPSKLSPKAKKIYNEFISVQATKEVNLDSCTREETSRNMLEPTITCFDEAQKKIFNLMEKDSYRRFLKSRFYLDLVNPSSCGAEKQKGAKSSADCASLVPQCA
MrgX1 allo act: human MrgX1 positive allosteric modulation, primary screen; AID 588675; B-score at 10 µM; 310,000 tested, 0.63% active; MrgX1-HEK293, Fluo-4 calcium flux, FDSS; stronger effect = higher value;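 active means plate-corrected calcium response at least 3 library SD above typical, normal starting fluorescence, not activating the receptor alone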;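 further: compound read alongside a low EC10 to EC30 dose of BAM8-22 agonist; peak minus trough fluorescence over baseline measured at the second addition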
HIF activator: HIF pathway transcriptional activation. 300,000 tested, 0.32% active. activation, % at 7.5 µM (by protocol). AID 1910. U2OS HRE-luciferase reporter, luminescence; normalized: DMSO 0%, desferrioxamine 100%;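 active means mean activation of at least 10% of the iron chelator positive control signal, with at least half of replicates also reaching 10%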
MrgX1 antagonist: antagonists of human MrgX1 receptor; Q96LB2; MRGX1-HEK293 calcium flux, Fluo-4, BAM8-22 antagonism; stronger effect = lower value; 310,000 tested, 1.3% active; B-score at 10 µM;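 active means calcium-response B-score plate-corrected more than 3 library SD below zero, starting fluorescence within 5 deviations, no agonist response on first addition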;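 further: peak minus trough fluorescence over baseline after final BAM8-22 challenge near maximal dose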
RGS4 pot: potentiators or activators of RGS4. 310,000 tested, 0.92% active. B-score at 10 µM. HEK293 M3R/inducible RGS4, carbachol calcium flux Fluo4; stronger effect = lower value;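 active means B-score of the integrated calcium signal more than 4 SD below the library mean, with starting fluorescence not abnormally high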;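 further: negative B-score means reduced calcium response which marks RGS4 activation or potentiation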
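test system = HEK293 cells with stable M3R and inducible RGS4 | schedule = recording 10 s baseline at 1 Hz, 100 s post-agonist | technique = Fluo4-AM (2 µM) calcium-flux fluorescence, kinetic read | measure = Agonist-evoked peak-minus-minimum fluorescence over baseline, integrated ratio, B score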
SKKanGAS inh: SKKanGAS growth inhibition; inhibition, % at 7.5 µM; S. pyogenes SKKanGAS, kanamycin growth, BacTiter-Glo, 6 h; AID 1662; 300,000 tested, 1.3% active;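 active means mean replicate score, as percent of positive control median, at least 50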;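 further: strain carries kanamycin resistance gene driven by streptokinase promoter and grows in 40 µg/ml kanamycin; loss of luminescence reflects streptokinase promoter inhibition or plain growth inhibition; 0% = median of DMSO wells and 100% = positive control at its reference dose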
* marks the source's active call; other numbers are inactive results; i = inactive; / = not tested or not shown.

SMILES	Platelet DG rel	TRPC4 block	TRPC6 act	TRPC6 inh	MrgX1 agonist	RGS4 block	MrgX1 allo act	HIF activator	MrgX1 antagonist	RGS4 pot	SKKanGAS inh
COCC(=O)N1CCC(Oc2ccc(C(=O)N3C[C@H]4CC[C@H]3C4)cc2)CC1	5	i	i	i	i	i	i	-0.5	i	i	-3
O=C(NCc1ccco1)C1CCCCN1S(=O)(=O)c1ccc(F)cc1 (centres undefined)	1	i	i	i	i	i	i	-0.5	i	i	-8
COc1cc(OC)c(-c2noc(C(=O)OC(C)(C)C)c2C(=O)OC(C)(C)C)c(OC)c1	-7	i	i	i	i	i	i	/	i	i	3
CCn1ncc(Br)c1C(=O)Nc1sc2c(c1C(N)=O)CCC2	0	i	i	i	i	i	i	0.1	i	i	25
Cc1cc(C)n(CCC(=O)N=Nc2c(O)[nH]c3ccc(Br)cc23)n1	5	i	i	i	i	i	i	0.1	i	i	-5
CN1CCc2c(sc3nc(SCC(=O)N4CCOCC4)nc(N)c23)C1	0	i	i	i	i	i	i	-0.2	i	i	-4
O=C1N/C(=N\N=C\c2ccc3ncccc3c2)SC1Cc1ccc(SC(F)F)cc1 (centres undefined)	5	i	i	i	i	i	i	0.2	i	i	/
Cc1ccc2nc(C)cc(OCC(=O)O)c2c1	0	i	i	i	i	i	i	-0.3	i	i	1
Cc1ccnc(NC(=O)c2ccc(Cl)c(NC(=O)C(C)Oc3ccccc3)c2)c1 (centres undefined)	-1	i	i	i	i	i	i	-0.4	i	i	-17
COc1cc(CNC(=O)c2ccc(Cn3nc(C)c(Cl)c3C)o2)cc(OC)c1	-1	i	i	i	i	i	i	-0.1	i	i	0
COc1ccc(Br)cc1CNC(=O)CCNC(=O)Cn1ccc2ccccc2c1=O	-2	i	i	i	i	i	i	-0.4	i	i	-4
COc1ccc(/C=N/NC(C)(C)C)c(OC)c1	-23	i	i	i	i	i	i	-0.7	i	i	-1
COc1ccc2c(C)nc(Nc3nc(C)c(C)c(=O)[nH]3)nc2c1	10	i	i	i	i	i	i	6.0	i	i	31
CCOC(=O)c1c(-c2ccccc2)nc2ccc(C)cn12	2	i	i	i	i	i	9.5*	2.5	i	i	4
O=C(CNC(=O)c1ccncc1)N/N=C/c1cc(Br)ccc1O	11	i	i	i	i	i	i	0.3	i	i	-6
COc1ccc(C(=O)c2c3ccc(C(F)(F)F)cc3[n+]([O-])n2CCCC(N)=O)cc1	-3	i	i	i	i	i	i	-3.7	i	i	3
O=C(O)CSCc1nc2ccccc2s1	7	i	i	i	i	i	i	3.6	i	i	-7
Cc1oc(CC(C)C)cc1C(N)=O	5	i	i	i	i	i	i	0.1	i	i	-15
CCCOc1ccc(/C(O)=C2\C(=O)C(=O)N(CCCOC)C23C(=O)N(C)c2ccccc23)cc1 (centres undefined)	17	i	i	i	i	i	i	-0.6	i	i	-1
CC(C)NC(=O)C1CCCN(S(C)(=O)=O)C1 (centres undefined)	-1	i	i	i	i	i	i	-0.1	i	i	-4
OCC1(Cc2ccccc2)CCN(C2CCN(c3ccc(F)c(F)c3)CC2)CC1	3	i	i	i	i	i	i	-0.5	i	i	-6
Cc1cc(C)c(S(=O)(=O)NCc2csc(C)n2)c(C)c1	4	i	i	i	i	i	i	-40	i	i	-4
CCOC(=O)C1=C(CSc2nc3c(cc2C#N)CN(C)CC3)OC(N)=C(C#N)C1c1ccc(F)cc1 (centres undefined)	-3	i	i	i	i	i	i	0.0	-5.4*	i	16
O=S(=O)(Nc1cccc(S(=O)(=O)N2CCOCC2)c1)c1ccc(Cl)s1	1	i	i	i	i	i	i	-0.4	i	i	-4
CCOC(=O)C1CCN(C(=O)CSc2nnc(-c3ccco3)n2-c2ccccc2)CC1	13	i	i	i	i	i	i	-0.5	i	i	12
O=S1(=O)C=C(Oc2ccc3ccccc3c2)c2ccccc21	8	i	i	i	i	i	i	0.1	i	i	9
CCOC(=O)c1cnc2ccc(OCC)cc2c1NCCN1CCOCC1	0	i	i	-5.2*	i	i	i	0.3	i	i	0
CC(=O)c1cn(CC(=O)Nc2ccccc2C(F)(F)F)c2ccccc12	-4	i	i	i	i	i	i	0.8	i	i	2
COCCNC(=O)/C(C#N)=C/c1ccc(OCc2ccc(F)cc2)cc1	2	i	i	i	i	i	i	1.7	i	i	2
CSC1=NC2(CC(c3ccccc3)Oc3cc(O)ccc32)CC(C)(C)N1 (centres undefined)	-20	i	i	i	i	i	i	0.2	i	i	0
CCOC(=O)C1=C(N)N(c2ccc(N3CCCCC3)cc2)C(=O)C1	12	i	i	i	i	i	i	0.0	i	i	-5
Cc1cc(C)nc(NS(=O)(=O)c2ccc(NC(=O)c3ccc(S(=O)(=O)N4CC(C)OC(C)C4)cc3)cc2)n1 (centres undefined)	1	i	i	i	i	i	i	0.3	i	i	-3
CSc1c(SCc2ccccc2)cnn(Cc2ccccc2)c1=O	-2	i	i	i	i	i	i	-0.1	i	i	66*
COc1ccc(C(=O)NCCc2nnc3ccc(SCC(=O)N4CCCCC4)nn23)cc1	24	i	i	i	i	i	i	-0.9	i	i	-1
CCCN1C(=O)c2ccccc2NC1c1cc(OC)c(OC)c(OC)c1 (centres undefined)	-3	i	i	i	i	i	i	-2.6	i	i	-4
CN(C)Cc1c(-c2ccc(Cl)cc2)nc2ccccn12	3	i	i	i	i	i	i	5.5	i	i	-9
CCOC(=O)C(NC(C)=O)C(=O)Nc1ccc(C(C)C)cc1 (centres undefined)	-5	i	i	i	i	i	i	0.1	i	i	-1
COCCCNC(=O)CC1Oc2ccccc2NC1=O (centres undefined)	-22	i	i	i	i	i	i	/	i	i	1
COc1ccc(NC(=O)c2ccc(COCC(F)(F)F)cc2)cc1OC	19	i	i	i	i	i	i	0.7	i	i	-8
Cc1c(S(=O)(=O)N2CCCC(C(=O)O)C2)cnn1C (centres undefined)	12	i	i	i	i	i	i	0.1	i	i	0
CCOC(=O)N1CCN(C(=O)CSc2cc(C)nc3c(-c4ccccc4OC)c(C)nn23)CC1	0	i	i	i	i	i	i	-0.4	i	i	15
C#CCNc1cc(-c2ccccc2)nc2ncnn12	-2	i	i	i	i	i	i	-0.6	i	i	-3
COc1ccc(C(=O)N2CCC(C(=O)NCc3ccccn3)CC2)cc1	-8	i	i	i	i	i	i	0.0	i	i	0
COc1ccc(-n2nc(C(=O)NCC(=O)NC3CCCCCC3)c3ccccc3c2=O)c(OC)c1	3	i	i	i	i	i	i	0.0	i	i	9
O=C(Nc1nc(-c2ccc3c(c2)OCO3)cs1)C1COc2ccccc2O1 (centres undefined)	-12	i	i	i	i	i	i	0.8	i	-7.5*	14
COc1ccc(OC)c(S(=O)(=O)Nc2cccc3c(O)cccc23)c1	10	i	i	i	i	i	i	-0.9	i	i	16
Cc1ccccc1Oc1nc2ccccn2c(=O)c1/C=C(\C#N)C(=O)Nc1c(C)n(C)n(-c2ccccc2)c1=O	12	i	i	i	i	i	i	-0.4	i	i	-2
C=CCN(c1cccc(C(F)(F)F)c1)S(=O)(=O)c1cccc(C(=O)OCC(=O)NC)c1	0	i	i	i	i	i	i	0.3	i	i	2
COc1ccc(S(=O)(=O)N2CCN(CC(=O)Nc3ccccc3OC)CC2)cc1	-3	i	i	i	i	i	i	-0.1	i	i	11
Cc1cc(C)c2oc(C(=O)Nc3nnc(C(C)C)s3)cc(=O)c2c1	-1	i	i	i	i	i	i	-0.1	i	i	21
Cc1ccc(Cn2c(=N)n(CC(O)COc3ccccc3)c3ccccc32)cc1 (centres undefined)	-1	i	i	-5.9*	i	i	i	-0.1	i	i	1
CCN1CCCC1CNC(=O)c1cc(N)ccc1OC (centres undefined)	12	i	i	i	i	i	i	0.4	i	i	-10
Cc1nn(C)c(C(=O)Nc2ccc(Cl)c([N+](=O)[O-])c2)c1Cl	8	i	i	i	i	i	i	-0.3	i	i	-1
COc1ccc(C(=O)O/N=C2\CCCc3nonc32)cc1	-14	i	i	i	i	i	i	-0.4	i	i	-20
COc1ccc2c(c1)C1(Nc3ccccc3C(=O)N1c1ccccc1)C(=O)N2 (centres undefined)	9	i	i	i	i	i	i	0.8	i	i	9
Cc1ccc(S(=O)(=O)N2CCCCC2CCNC(=O)C(=O)NCCc2ccco2)cc1 (centres undefined)	12	i	i	i	i	i	i	1.8	i	i	-5
Cc1sc(N)nc1C12CC3CC(CC(C3)C1)C2	7	i	i	i	i	i	i	-0.2	i	i	1
Cc1ccc(CNC(=O)C(=O)NCC2CCCN2S(=O)(=O)c2cc(C)ccc2C)cc1 (centres undefined)	1	i	i	i	i	i	i	-1.8	i	i	-3
O=C1C(=O)N(CCN2CCOCC2)C(c2cccnc2)/C1=C(/O)c1ccccc1 (centres undefined)	-1	i	i	i	i	i	i	-0.2	i	i	-1
Cc1cc(C(=O)NNC(=S)NC(C)c2ccccc2)c2ccccc2n1 (centres undefined)	4	i	i	i	i	i	i	-0.2	i	i	6

Remaining list, next part.
SMILES	Platelet DG rel	TRPC4 block	TRPC6 act	TRPC6 inh	MrgX1 agonist	RGS4 block	MrgX1 allo act	HIF activator	MrgX1 antagonist	RGS4 pot	SKKanGAS inh
Cc1ccc(S(=O)(=O)CCC(=O)Nc2ccccc2Br)cc1	1	i	i	i	i	i	i	-0.9	i	i	3
Cc1cc(NC(=O)C2CC=CCC2C(=O)O)ccc1NC(=O)c1ccccc1 (centres undefined)	3	i	i	i	i	i	i	-0.1	i	i	4
CC(C)(C)c1cnnn1-c1ccc(-c2csc(N)n2)cc1	4	i	i	i	i	i	i	0.1	i	i	0
CN(C)CCCNc1nc(-c2ccccc2)c2c(c1C#N)CC(C)(C)OC2	15	i	i	i	i	i	i	0.6	i	i	-2
Cn1c(C(=O)OC(C(=O)NCc2ccco2)c2ccncc2)cc2sccc21 (centres undefined)	1	i	i	i	i	i	i	-0.4	-4.7*	i	-2

Among those listed so far, 2 contain an NH in an aromatic ring:
SMILES	Platelet DG rel	TRPC4 block	TRPC6 act	TRPC6 inh	MrgX1 agonist	RGS4 block	MrgX1 allo act	HIF activator	MrgX1 antagonist	RGS4 pot	SKKanGAS inh
Cc1cc(C)n(CCC(=O)N=Nc2c(O)[nH]c3ccc(Br)cc23)n1	5	i	i	i	i	i	i	0.1	i	i	-5
COc1ccc2c(C)nc(Nc3nc(C)c(C)c(=O)[nH]3)nc2c1	10	i	i	i	i	i	i	6.0	i	i	31

From PubChem BioAssay
